Screens as filed in PubChem.
TRHR enhancer: qHTS for Small Molecule Agonists and Allosteric Enhancers of Human TRH Receptor: Primary Screen for Enhancers; Thyrotropin-releasing hormone receptor (Homo sapiens), P34981; TRHR cells, fluo-8 calcium fluorescence, EC20 TRH enhancement; enhancement, % at 2 µM; hit rate 0.66% among 360,000; in the data active = enhancement above about 30%; note: 0% is about no effect
Target sequence (P34981 whole entry, looked up): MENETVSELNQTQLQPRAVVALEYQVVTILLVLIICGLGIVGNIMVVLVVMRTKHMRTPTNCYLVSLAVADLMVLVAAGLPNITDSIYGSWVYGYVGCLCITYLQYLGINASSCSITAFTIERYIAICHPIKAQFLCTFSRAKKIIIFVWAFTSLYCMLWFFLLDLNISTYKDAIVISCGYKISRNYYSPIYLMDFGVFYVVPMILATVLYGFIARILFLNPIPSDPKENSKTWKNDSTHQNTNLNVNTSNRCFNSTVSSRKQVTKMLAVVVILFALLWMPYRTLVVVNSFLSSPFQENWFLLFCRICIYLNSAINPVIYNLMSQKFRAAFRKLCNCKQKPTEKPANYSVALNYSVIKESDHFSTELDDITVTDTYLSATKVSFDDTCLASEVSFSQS
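TRHR-expressing cells loaded with fluo-8 calcium dye were read kinetically (ex 480/em 530) during compound addition, then stimulated with an EC20 of TRH (10 nM final). Enhancement of the Gq-mediated intracellular calcium response was scored.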
TRHR ag: qHTS for Small Molecule Agonists and Allosteric Enhancers of Human TRH Receptor: Primary Screen for Agonists | AID 493084, 2011 | Thyrotropin-releasing hormone receptor (Homo sapiens), P34981 | TRHR cells, calcium flux fluo-8, FDSS agonist mode | activation, % at 2 µM | hit rate 0.18% among 360,000; in the data active = activation above about 30%; note: 0% is about no effect
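TRHR-expressing cells loaded with fluo-8 calcium dye; 23 nL library compound pin-transferred, kinetic FDSS fluorescence (Ex 480/Em 530) recorded about 180 s for agonist-induced calcium release, before a 10 nM TRH EC20 addition for potentiator mode.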
D2 agonist: HTS Assay for Allosteric Agonists of the Human D2 Dopamine Receptor: Primary Screen for Agonists. D(2) dopamine receptor (Homo sapiens), P14416. HEK293 T-REx D2 cells, calcium flux agonist mode. activation, % at 2 µM. hit rate 0.53% among 340,000. AID 485358, 2010;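 active = activation over 3 SD above normal in the single-dose calcium agonist read, cut at about 30% in these data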; note: 0% is about no effect
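HEK293 Trex D2 cells, tetracycline-induced, o/n 30 C 5% CO2; no-wash Ca dye, RT 30–90 min; 10-cycle baseline, 23 nl cpd added, kinetic Ca read 180 s; agonist hits = positive Ca response.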
mIDH1 inhibitor: qHTS for Inhibitors of mutant isocitrate dehydrogenase 1 (IDH1): qHTS; Isocitrate dehydrogenase [NADP] cytoplasmic (Homo sapiens), O75874; IDH1-R132H enzyme, NADPH consumption, diaphorase/resazurin fluorescence; AID 602179, 2012; Potency, µM (highest dose often 76.6 µM), for inactives: at the top dose activity change, negative = inhibition, usual class: inhibitors; hit rate 0.093% among 390,000; note: potency is the fitted concentration of half-maximal effect; % is set by controls: 0 for no effect and ±100 for the full control effect; nearly all actives have a fitted effect of over 65% in size
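IDH1-R132H (0.5 ug/mL) preincubated 30 min with compound, then NADPH (0.016 mM) and alpha-KG (2 mM) added; 80 min at RT, pH 7.5. Remaining NADPH coupled via diaphorase/resazurin to fluorescence (540/590 nm); concentration-response curves normalized to no-enzyme control.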
D2 antagonist: HTS Assay for Allosteric Antagonists of the Human D2 Dopamine Receptor: Primary Screen for Antagonists; HEK293 TREx D2 cells, calcium flux, dopamine EC80; hit rate 2% among 340,000; inhibition, % at 10 µM; in the data active = inhibition above about 30%; note: 0% is about no effect
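Overnight-induced (tetracycline, 30 C) HEK293 T-REx cells carrying force-coupled D2 receive a no-wash calcium dye, then compound, then EC80 dopamine at 180 s; signals are read kinetically throughout.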
TrxR1 substrate: qHTS Assay for Substrates of Mammalian Selenoprotein Thioredoxin Reductase 1 (TrxR1): qHTS; hit rate 0.01% among 390,000; AID 588456, 2011; Thioredoxin reductase 1, cytoplasmic (Rattus norvegicus), O89049; Potency, µM (titrated, usually from 114 µM), without a hit: at the highest dose activity change, negative = substrate turnover; purified TrxR1 substrate turnover, NADPH consumption readout; note: potency is the fitted concentration of half-maximal effect; % is set by controls: 0 for no effect and ±100 for the full control effect; nearly all actives have a fitted effect of over 50% in size
Target sequence (O89049 whole entry, looked up): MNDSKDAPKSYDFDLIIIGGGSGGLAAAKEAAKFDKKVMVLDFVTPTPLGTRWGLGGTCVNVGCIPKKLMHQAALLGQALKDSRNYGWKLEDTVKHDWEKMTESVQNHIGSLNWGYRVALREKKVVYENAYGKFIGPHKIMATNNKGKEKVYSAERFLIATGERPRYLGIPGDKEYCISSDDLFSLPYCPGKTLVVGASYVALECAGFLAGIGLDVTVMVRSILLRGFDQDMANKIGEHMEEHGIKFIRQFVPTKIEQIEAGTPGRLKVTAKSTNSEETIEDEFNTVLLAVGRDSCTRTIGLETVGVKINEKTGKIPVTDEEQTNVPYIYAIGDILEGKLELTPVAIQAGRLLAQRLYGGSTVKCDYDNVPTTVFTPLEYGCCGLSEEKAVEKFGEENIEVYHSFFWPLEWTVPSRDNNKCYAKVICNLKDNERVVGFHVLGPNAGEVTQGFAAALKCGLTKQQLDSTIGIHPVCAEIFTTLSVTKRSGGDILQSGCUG
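Rat TrxR1, dispensed at 90 nM, was prereduced with 400 uM NADPH (final) for 5 min at ~22 deg C, then incubated with compound 15 min before 400 uM selenite. A first-read NADPH fluorescence drop versus no-compound background flagged substrates.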
TrxR1 inh: qHTS Assay for Inhibitors of Mammalian Selenoprotein Thioredoxin Reductase 1 (TrxR1): qHTS | Thioredoxin reductase 1, cytoplasmic (Rattus norvegicus), O89049 | recombinant rTrxR1, NADPH fluorescence consumption, selenite substrate | Potency, µM (highest dose often 114 µM), inactives show at the highest dose activity change, negative = inhibition, actives largely listed as inhibitors | hit rate 1% among 390,000 | AID 588453, 2011; note: potency is the fitted concentration of half-maximal effect; % is set by controls: 0 for no effect and ±100 for the full control effect; nearly all actives have a fitted effect of over 65% in size
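Rat TrxR1 (90 nM in the dispensed reagent) was pre-reduced with 400 uM NADPH for 5 min at room temperature, then incubated with compound for 15 min. After 400 uM selenite was added, NADPH fluorescence (Ex 340/Em 450 nm) was followed for 8 min.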
USP1-UAF1 inh: Inhibitors of USP1/UAF1: Primary Screen; hit rate 0.23% among 390,000; recombinant USP1/UAF1, Ub-Rhodamine cleavage fluorescence; Ubiquitin carboxyl-terminal hydrolase 1 (Homo sapiens), O94782; AID 743255, 2014; Potency, µM (top dose mostly 57.1 µM), without a hit: top-dose activity change, negative = inhibition, most hits filed as inhibitors; note: potency is the fitted concentration of half-maximal effect; % is set by controls: 0 for no effect and ±100 for the full control effect; nearly all actives have a fitted effect of over 60% in size; inactives centre near -12
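Step one: compound is pinned into 1nM USP1/UAF1 in HEPES pH 7.8 buffer with TCEP. Step two: 15 min room-temperature incubation. Step three: Ub-Rho (150nM final) starts cleavage, tracked by fluorescence over six one-minute reads.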
Pin1 inhibitor: qHTS Assay to Find Inhibitors of Pin1; Pin1 FP peptide displacement, HiFluor488, 10 min; hit rate 0.009% among 390,000; Peptidyl-prolyl cis-trans isomerase NIMA-interacting 1 (Homo sapiens), Q13526; Potency, µM (highest dose often 115 µM), for the others: at the highest dose activity, negative = inhibition, most hits filed as inhibitors; AID 504891, 2011; active = well fitted inhibition curve with a large enough effect in the polarisation, with a control signal flat, not every such curve was filed as active; inconclusive = small, poorly fitted or top-dose-only effect, or effect the other way, or a change in a side signal; inactive = no such curve, though single readings can be large or run the other way; the % refers to the polarisation; note: potency is the fitted concentration of half-maximal effect; % is set by controls: 0 for no effect and ±100 for the full control effect
Target sequence (Q13526 whole entry, looked up): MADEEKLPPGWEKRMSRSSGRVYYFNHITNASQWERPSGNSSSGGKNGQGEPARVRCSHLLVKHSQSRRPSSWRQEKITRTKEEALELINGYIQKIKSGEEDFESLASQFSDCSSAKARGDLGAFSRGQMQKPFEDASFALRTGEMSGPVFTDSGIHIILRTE
* marks the source's active call; other numbers are inactive results; ? = inconclusive; nt = no result given; [ ] = another dose, or the depositor's remark. Unless noted, calls come from the whole dose curve; as a rule, active = well fitted inhibition curve with a large enough effect; inconclusive = small, poorly fitted or top-dose-only effect; inactive = no such curve, though single readings can be large or run the other way.

SMILES	TRHR enhancer	TRHR ag	D2 agonist	mIDH1 inhibitor	D2 antagonist	TrxR1 substrate	TrxR1 inh	USP1-UAF1 inh	Pin1 inhibitor
O=C(COC(=O)c1cc2c(s1)CCCCC2)NC1CCS(=O)(=O)C1 (configuration not stated)	-5	0.4	1.0	2%	3	-1%	-3%	-17%	0%
Cc1cc2cc(CNC(=O)CC(C)C)ccc2n1C	-2	0.5	-0.8	0%	2	-8%	6%	-6%	-10%
O=C(CN(C(=O)c1csnn1)c1ccccc1F)NCc1ccc2c(c1)OCO2	-3	0.3	0.2	1%	-42	-2%[57.1 µM]	18%[57.1 µM]	-18%	-6%
Cc1cc(O)c(Oc2cc(C)cc(O)c2O)c(O)c1	1	0.3	0.3	-7%	12	6%	?	-16%	4%
COc1ccc2c(c1)OC/C(=C/c1cccs1)C2=O	1	-1.0	-0.7	0%	-12	-15%	-19%	-23%	2%
CN1C(=O)/C(=C/c2cc(C(C)(C)C)c(O)c(C(C)(C)C)c2)NC1=S	0	0.3	-1.5	0%	-2	0%	?	-14%	5%
O=C(COC(=O)c1ccc(Cl)nc1)NCc1ccco1	-3	0.5	-0.2	7%	1	3%[11.4 µM]	18%[11.4 µM]	?	2%
Cc1ccc(C)c(-n2c(SCC(=O)O)nc3sc4c(c3c2=O)CCCC4)c1	-5	-2.4	-0.4	-8%	-19	-1%	7%	-4%	-7%
CCOc1ccc(Cn2c(SCCCCC#N)nc3c2c(=O)n(C)c(=O)n3C)cc1OCC	-1	-0.3	0.4	15%	0	-4%	4%	-10%	-6%
O=C(CN1CCOCC1)NNC(=O)c1ccc(Cl)cc1	nt	nt	nt	8%	nt	3%	6%	-5%	0%
COc1ccc(C(=O)c2cnc3ccc(C)cc3c2S(=O)(=O)c2ccccc2)cc1	-10	0.8	0.0	-15%	nt	4%	10%	-20%	1%
CN(CC(=O)Nc1ccccc1Sc1ccccc1)Cc1nc2ccccc2c(=O)[nH]1	-11	0.7	14	3%	5	-4%	39%[activator][57.1 µM]	-7%	-1%
CCCc1nnc(NC(=O)CCCC(=O)O)s1	0	0.6	nt	3%	nt	22%	14%[0.457 µM]	-4%	-9%
O=C(/C=C/c1ccccc1)Nc1ccc(Cl)cn1	-1	0.2	1.0	9%	-3	5%[57.1 µM]	8%[57.1 µM]	-7%	-2%
CCOC(=O)c1[nH]c(C)c(C(=O)N2CCN(c3ccc(OC)cc3)CC2)c1C	2	-0.3	-0.3	0%	-1	3%	36%[activator]	-12%	-7%
O=C(NC(=O)c1ccc(Cl)c(Cl)c1)OC1CCS(=O)(=O)C1 (configuration not stated)	-2	0.4	0.0	3%	-11	2%[57.1 µM]	16%[57.1 µM]	1%	3%
CC(C)NC(=O)COC(=O)/C=C/c1ccco1	-2	-0.3	-0.4	2%	1	-14%	?	-17%	7%
COC(=O)C1=C(C)N=C2SCCC(=O)N2C1/C=C/c1ccccc1 (configuration not stated)	1	-0.6	1.3	1%	0	-7%	-12%	-25%	-7%
Cc1ccc(NC(=S)NC(=O)c2ccc(-c3ccc(Cl)cc3)o2)c(O)c1	3	-2.8	-1.1	3%	-18	-8%	-17%	-15%	5%
COc1ccc(-c2nn(-c3ccccc3)cc2C(=O)N2c3ccc(C)cc3C3CN(C)CCC32)cc1 (configuration not stated)	1	2.3	2.3	1%	-3	-10%[57.1 µM]	16%[57.1 µM]	-8%	9%
Cc1cc(NC(=O)COC(=O)c2c(C)noc2C)ccc1Br	-3	0.9	0.1	9%	4	-1%	7%	-16%	2%
COc1cc(NC(=O)COC(=O)c2ccc(C)c(S(=O)(=O)N3CCCCC3)c2)c(C)cc1[N+](=O)[O-]	2	-0.5	-0.5	5%	2	-4%	3%	-1%	9%
Cc1cccc(/C=N\Nc2cn[nH]c(=O)c2Cl)c1	6	-0.3	1.4	8%	-3	-6%	3%	-8%	1%
CCc1ccc(-c2nn(CC(=O)NCc3ccccc3)c3c2cnc2ccc(F)cc23)cc1	4	0.0	1.4	8%	nt	8%[57.1 µM]	40%[activator][57.1 µM]	-23%	1%
CCC(C)[C@H](N)c1cn([C@@H](Cc2ccc(O)cc2)C(=O)N2CCNCC2)nn1 (some centres not stated)	0	-0.3	0.2	-3%	-4	10%[57.1 µM]	12%[57.1 µM]	-5%	-13%
Next part.
SMILES	TRHR enhancer	TRHR ag	D2 agonist	mIDH1 inhibitor	D2 antagonist	TrxR1 substrate	TrxR1 inh	USP1-UAF1 inh	Pin1 inhibitor
CCOC(=O)N1CCC(NC(=O)C2CCN(S(=O)(=O)N3CCC(C)CC3)CC2)CC1	4	-0.5	-0.1	12%	-2	-2%	-15%	-13%	-1%
O=C(CN1C(=O)NC2(CCCc3ccccc32)C1=O)N1CCc2ccccc2C1 (configuration not stated)	-5	1.4	1.2	5%	3	-6%	-9%	-5%	0%
CCOC(=O)N1CCN(C(=O)Cn2ncn3nc(-c4cccs4)cc3c2=O)CC1	2	0.1	0.3	9%	0	10%	1%	0%	3%
COc1cccc(Nc2nc3ccccc3nc2NS(=O)(=O)c2cccs2)c1	-3	0.8	-0.3	-4%	6	-11%	-16%	-8%	nt
CC1CCN(c2ccccc2NC(=O)c2ccc(F)cc2)CC1	-6	-0.6	0.7	3%	-1	-10%	-10%	-26%	-6%
COc1cccc(CNC(=O)c2ccccc2N)c1	2	-0.1	0.1	3%	6	84%[activator][57.1 µM]	30%[57.1 µM]	-7%	-3%
CCSc1nnc(NC(=O)[C@@H](NC(=O)c2ccccc2)C(C)C)s1	-2	-0.2	1.0	10%	13	11%[0.0914 µM]	13%	-11%	0%
O=C(CN(C(=O)CCC(=O)Nc1nccs1)c1ccc(F)cc1)NCc1ccc2c(c1)OCO2	-3	-0.5	-1.6	1%	-10	-8%	-9%	-23%	4%
Cn1c(C(=O)Nc2ccc(Cl)cc2)cc2cc(Cl)ccc21	33*	0.8	0.7	11%	-3	18%	30%[activator]	-18%	2%
CC(C)CNc1nc(Oc2ccc(=O)[nH]n2)nc(N2CCOCC2)n1	6	-1.3	-0.4	0%	5	8%[57.1 µM]	5%[57.1 µM]	-15%	-6%
O=C(c1ccco1)N1CCN(C(=O)C2CC(=O)N(c3ccc(Cl)cc3)C2)CC1 (configuration not stated)	1	-1.4	-0.6	-18%	11	9%	-2%	-16%	3%
CC(OC(=O)C1=COCCO1)C(=O)Nc1cc(S(=O)(=O)N2CCCCC2)ccc1Cl (configuration not stated)	-10	0.1	1.4	0%	4	-2%[57.1 µM]	-1%[57.1 µM]	-9%	-8%
Cc1cccc(C2c3[nH]c4ccccc4c3CCN2C(=O)Cc2nc(-c3ccccc3)n[nH]2)n1 (configuration not stated)	4	-0.4	0.3	0%	-11	-4%[57.1 µM]	2%[57.1 µM]	-13%	22%
Cc1ccc(-c2nn(CCC(=O)O)cc2/C=C\C(=O)c2ccc(Br)cc2)cc1	2	-0.8	-2.0	19%	6	-9%	-17%	-26%	?
O=C(CCc1nnc2ccc(NCc3ccccc3)nn12)NC1CCCC1	-1	0.5	1.2	-2%	-5	10%	13%	-29%	-8%
CC(=O)c1ccc(-c2ccc(-c3cc(=O)oc4c(C(C)C)ccc(C)c34)cc2)cc1	nt	nt	nt	-3%	nt	-4%	18%	-5%	26%
Cc1cc(C)c(NC(=O)CN2C(=O)NC3(CCCCC3)C2=O)c(Cl)c1	-4	-0.3	0.3	1%	15	5%	6%	2%	-8%
O=C(Nc1ccccc1C(F)(F)F)N1CCC(n2c(=O)[nH]c3ccccc32)CC1	-2	1.9	-0.3	3%	2	-4%	4%	-5%	6%
Nc1ccc(-c2ccc(C(=O)O)s2)cn1	2	0.6	0.8	-1%	-23	nt	16µM*	-8%	-4%
CC(C)(C)Cc1nnc(NS(=O)(=O)c2ccc(F)cc2)s1	2	0.5	0.5	3%	-2	-4%	1%	-15%	-10%
Cc1ccc(S(=O)(=O)N(CC(=O)NCC2CCCO2)Cc2cccc(C)c2)cc1 (configuration not stated)	0	-0.5	nt	2%	nt	-4%	7%	3%	2%
CCCCNC(=O)Cn1c(=O)n(C)c2ccccc21	2	0.1	1.5	-4%	1	5%	22%	?	-5%
CNC(=O)CN(c1cc([N+](=O)[O-])ccc1OC)S(C)(=O)=O	1	0.4	0.5	2%	-11	-14%	-15%	2%	6%
CC1(C)CC(=O)c2cnc(NC(=O)c3ccco3)nc2C1	2	-0.1	0.2	1%	2	3%	5%	-21%	-5%
Cc1nn(Cc2ccccc2)c2sc(C(=O)N3CCN(Cc4ccc5c(c4)OCO5)CC3)cc12	0	0.3	1.4	2%	12	14%[57.1 µM]	24%[57.1 µM]	-2%	35%[activator]
O=C(Nc1cc(S(=O)(=O)N2CCCCC2)ccc1N1CCCCC1)c1ccncc1	-2	-0.3	-0.4	-3%	4	-5%	22%	-19%	3%
Cc1c(Cl)cccc1NC(=S)N1CCCN(Cc2ccccc2F)C1	4	0.8	-0.8	9%	-47	1%	-2%	-27%	35%[activator]

This is a subset; count on the stated rates, not on these rows.
